CHO parental Ca: ATP-evoked calcium signal inhibitors, parental CHO, primary screen, counter-screen for OX1R antagonist project, cell-based, fluorescence, Fluo-8 calcium dye; actives 0.63% (n = 330,000); parental CHO-K1, ATP-induced calcium, Fluo-8 fluorescence; inhibition, % at 5.6 µM; AID 463079, 2010;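 active = inhibition above that plate's mean sample inhibition plus 3 SD, cut at about 26% in these data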;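 also: 0% = ATP-challenged DMSO wells and 100% = DMSO wells without ATP; some compounds past the cut are filed as inactive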
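Assay system: parental CHO cells; Read-out basis: percent inhibition of ATP-evoked calcium rise, normalized to controls; Benchmarks: ATP and no-ATP DMSO wells; Compound dosing: single nominal dose of 5.6 µM per compound; Signal: Fluo-8 calcium dye fluorescence; Also added: ATP as calcium-mobilizing challenge; Repeats: singlicate.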
CHO-K1 Ca antag: nonselective inhibitor or artifact in parental CHO-K1 cells. ATP-induced calcium, Fluo-8 fluorescence. inhibition, % at 3 µM. actives 0.6% (n = 360,000). AID 602250;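 active = inhibition above a per-plate cutoff, the plate's mean sample inhibition plus 3 SD, cut at about 24% in these data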;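 also: 0% = DMSO plus EC80 ATP and 100% = DMSO alone without ATP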
CHO-K1 Ca ag: counter-screen for M1 agonists: effect in parental CHO-K1 cells; Fluo-8 calcium fluorescence; scaled to maximal ATP response, vehicle zero; activation, % at 3 µM; actives 0.48% (n = 360,000); AID 602248, 2012; in the data active = activation above about 15%;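 also: untransfected CHO-K1 host cells lacking M1 receptor as counterscreen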
M1 ag: human M1 muscarinic receptor agonists, primary screen, Fluo-8 calcium fluorescence, CHO-K1 cells, HTS; Muscarinic acetylcholine receptor M1 (Homo sapiens), P11229; CHO-K1 hM1, agonist mode; 0% DMSO, 100% acetylcholine EC100; activation, % at 3 µM; actives 0.33% (n = 360,000); AID 588814, 2011;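 active = activation above the run's mean compound activation plus 3 SD, cut at about 16% in these data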;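 also: peak over basal fluorescence ratio within a 140 s kinetic read after compound addition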
M4 antag: human M4 muscarinic receptor antagonists, primary screen, CHO cells, Fluo-8 calcium fluorescence | Muscarinic acetylcholine receptor M4 (Homo sapiens), P08173 | CHO-hM4 cells, ACh EC80 | inhibition, % at 3 µM | actives 0.73% (n = 360,000);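 active = inhibition above its plate's cutoff, the mean inhibition of sample wells plus 3 SD, cut at about 27% in these data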;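 also: 0% = acetylcholine EC80 with DMSO and 100% = DMSO without agonist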
Target sequence (P08173 whole entry, looked up): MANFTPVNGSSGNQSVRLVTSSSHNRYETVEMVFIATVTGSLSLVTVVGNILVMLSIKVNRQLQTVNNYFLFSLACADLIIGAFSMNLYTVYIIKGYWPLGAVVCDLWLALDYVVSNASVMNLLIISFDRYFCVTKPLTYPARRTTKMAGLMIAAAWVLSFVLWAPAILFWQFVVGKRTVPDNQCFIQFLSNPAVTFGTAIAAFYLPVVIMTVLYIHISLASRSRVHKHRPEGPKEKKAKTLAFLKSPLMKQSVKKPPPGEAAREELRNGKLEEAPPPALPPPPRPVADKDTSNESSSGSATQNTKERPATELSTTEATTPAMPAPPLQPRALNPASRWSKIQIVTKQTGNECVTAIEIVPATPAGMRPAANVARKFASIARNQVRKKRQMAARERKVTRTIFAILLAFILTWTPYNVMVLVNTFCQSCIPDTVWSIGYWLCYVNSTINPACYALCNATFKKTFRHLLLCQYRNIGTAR
M4 ag: human M4 muscarinic receptor agonists, primary screen, CHO-K1 cells, Fluo-8 calcium fluorescence. Muscarinic acetylcholine receptor M4 (Homo sapiens), P08173. actives 0.14% (n = 360,000). CHO-K1 hM4/Gqi5; vehicle 0%, full acetylcholine response 100%. activation, % at 3 µM;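 active = activation above the run mean over all test wells plus 3 SD, cut at about 32% in these data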;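 also: peak over basal fluorescence ratio per well then scaled between controls; 0% = DMSO wells and 100% = acetylcholine at EC100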
M1 antag: human M1 muscarinic receptor antagonists, primary screen, CHO-K1 cells, Fluo-8 calcium fluorescence, 1536-well; CHO-K1 hM1, ACh EC80 antagonist; actives 1.3% (n = 360,000); AID 588852, 2011; inhibition, % at 3 µM;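 active = percent inhibition above its own plate's cutoff, namely the mean of that plate's compound wells plus 3 SD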;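 also: peak over basal fluorescence ratio during 140 s after agonist addition; 0% = ACh EC80 plus DMSO and 100% = DMSO alone without agonist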
M1 PAM: human M1 muscarinic receptor positive allosteric modulators, primary screen, CHO-K1 cells, Fluo-8 calcium fluorescence, 1536-well | CHO-K1 hM1, ACh EC20; 0% = ACh EC20, 100% = maximal ACh | actives 0.088% (n = 360,000) | activation, % at 3 µM | Muscarinic acetylcholine receptor M1 (Homo sapiens), P11229; in the data active = activation above about 19%, passing the limit was not always enough
OXTR potentiator: human OXTR potentiators, primary screen, fluorescence, CHO-OTR cells, Fluo-8 calcium; Oxytocin receptor (Homo sapiens), P30559; Fluo-8 calcium fluorescence, potentiator mode; 0% = oxytocin EC15, 100% = EC100; activation, % at 3 µM; actives 0.061% (n = 320,000); AID 2445, 2010;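 active = activation above that plate's cutoff, the mean activation of tested compounds plus 3 SD, cut at about 6.6% in these data, passing the limit was not always enough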;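 also: 100% uses oxytocin at 75 nM as the full agonist control; some results filed as inactive read as strong as hits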
Target sequence (P30559 whole entry, looked up): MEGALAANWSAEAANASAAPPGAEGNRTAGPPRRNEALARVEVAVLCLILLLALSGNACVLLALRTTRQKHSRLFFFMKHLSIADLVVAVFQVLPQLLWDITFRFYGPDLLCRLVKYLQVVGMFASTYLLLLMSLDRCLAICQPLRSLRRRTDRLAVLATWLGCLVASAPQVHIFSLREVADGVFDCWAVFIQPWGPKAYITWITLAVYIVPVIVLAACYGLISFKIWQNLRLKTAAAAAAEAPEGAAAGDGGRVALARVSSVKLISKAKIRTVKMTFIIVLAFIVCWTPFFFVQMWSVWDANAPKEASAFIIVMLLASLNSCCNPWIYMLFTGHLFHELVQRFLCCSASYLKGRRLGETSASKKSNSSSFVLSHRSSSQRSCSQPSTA
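Material: human OTR in CHO cells. Compound: 3.0 µM, one dose. Timing: compound 6 min at room temperature before oxytocin, 100 s read. Evaluation: % activation of max/min ratio relative to oxytocin controls. Replication: single well per compound, singlicate. Signal: Fluo-8 calcium dye fluorescence.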
The depositor's hits bear a star.

`CCCC(=O)Nc1ccc(Br)cn1` gave CHO parental Ca 1, CHO-K1 Ca antag -3, CHO-K1 Ca ag -0.3, M1 ag -2, M4 antag 5, M4 ag 1, M1 antag -16, M1 PAM 8 and OXTR potentiator -8.
`O=C(NNC(=O)C1C2C=CC(C2)C1C(=O)O)c1ccccc1O` (stereo not given) gave CHO parental Ca -7, CHO-K1 Ca antag 11, CHO-K1 Ca ag -0.4, M1 ag 1, M4 antag -17, M4 ag 0, M1 antag -3, M1 PAM 6 and OXTR potentiator -2.
CCOC(=O)N1CCN(C(=O)C2CCN(S(=O)(=O)N3CCC4(CC3)OCCO4)CC2)CC1 was read as CHO parental Ca 12, CHO-K1 Ca antag -6, CHO-K1 Ca ag 0.4, M1 ag -5, M4 antag -4, M4 ag 1, M1 antag -2, M1 PAM 7 and OXTR potentiator -8.
`CCN(C(=O)CN1c2ccccc2CC1C)c1c(N)n(Cc2ccccc2)c(=O)[nH]c1=O` (stereo not given) gave CHO parental Ca -24, CHO-K1 Ca antag -11, CHO-K1 Ca ag 0.0, M1 ag -7, M4 antag 5, M4 ag 0, M1 antag 9, M1 PAM -3 and OXTR potentiator -6.
Screening Cc1cccc2c(N=NC(=O)c3ccc(NS(=O)(=O)c4cccs4)cc3)c(O)[nH]c12 returned CHO parental Ca -4, CHO-K1 Ca antag -15, CHO-K1 Ca ag 0.2, M1 ag -7, M4 antag -15, M4 ag 2, M1 antag 37*, M1 PAM -24 and OXTR potentiator -2.
For CC(Sc1ncnc2c1cnn2-c1ccccc1)C(=O)Nc1ccc(N2CCOCC2)cc1 (stereo not given) the results were CHO parental Ca -4, CHO-K1 Ca antag -22, CHO-K1 Ca ag -0.4, M1 ag 2, M4 antag -11, M4 ag 0, M1 antag -28, M1 PAM 25* and OXTR potentiator -1.
For COc1cc(NC(=O)Cn2cnc(S(=O)(=O)N3CCCCC3)c2)cc(OC)c1OC the results were CHO parental Ca 1, CHO-K1 Ca antag -12, CHO-K1 Ca ag -0.3, M1 ag 0, M4 antag -11, M4 ag 3, M1 antag 1, M1 PAM 3 and OXTR potentiator 1.
For COC(=O)c1nnn(Cc2ccccc2)c1N the results were CHO parental Ca -8, CHO-K1 Ca antag 14, CHO-K1 Ca ag -0.1, M1 ag -2, M4 antag 4, M4 ag 0, M1 antag 0, M1 PAM 4 and OXTR potentiator -5.
`O=C(COc1cc2oc(=O)c3c(c2cc1Cl)CCCC3)NCC1CCC(C(=O)O)CC1` (stereo not given) gave CHO parental Ca -10, CHO-K1 Ca antag -13, CHO-K1 Ca ag 0.1, M1 ag 2, M4 antag -17, M4 ag 1, M1 antag -18, M1 PAM 10 and OXTR potentiator -3.
For O=S(=O)(c1ccccc1)c1nc(-c2ccc(F)cc2)oc1N1CCOCC1 the results were CHO parental Ca -18, CHO-K1 Ca antag -6, CHO-K1 Ca ag 0.3, M1 ag -5, M4 antag 4, M4 ag 0, M1 antag 6, M1 PAM -4 and OXTR potentiator 5.
`COc1ccc(CCNC(=O)CCCN2C(=O)C(c3ccccc3)Oc3cccnc32)cc1OC` (stereo not given) gave CHO parental Ca -23, CHO-K1 Ca antag -6, CHO-K1 Ca ag 1.7, M1 ag -2, M4 antag 1, M4 ag 5, M1 antag -5, M1 PAM 2 and OXTR potentiator -7.
`O=C(Cn1c2ccc(F)cc2c2nc3n(c(=O)c21)CCS3)NCC1CCCO1` (stereo not given) gave CHO parental Ca -7, CHO-K1 Ca antag 2, CHO-K1 Ca ag 0.3, M1 ag 1, M4 antag 4, M4 ag 0, M1 antag -6, M1 PAM 17 and OXTR potentiator -9.
For O=C(COC(=O)Cc1ccccc1[N+](=O)[O-])NNC(=O)c1ccc([N+](=O)[O-])cc1 the results were CHO parental Ca -5, CHO-K1 Ca antag 0, CHO-K1 Ca ag 0.2, M1 ag -4, M4 antag 0, M4 ag 2, M1 antag 5, M1 PAM -4 and OXTR potentiator -7.
`Cc1nn(-c2ccccc2)c(N2CCCC2)c1/C=N/NC(=O)c1cc2ccccc2cc1O` gave CHO parental Ca -15, CHO-K1 Ca antag -8, CHO-K1 Ca ag 8.1, M1 ag -6, M4 antag 0, M4 ag 7, M1 antag 0, M1 PAM -3 and OXTR potentiator -6.
`COc1ccc(Cc2nnc(NC(=O)c3ccc(F)cc3)s2)cc1OC` gave CHO parental Ca -13, CHO-K1 Ca antag 29*, CHO-K1 Ca ag 0.0, M1 ag -2, M4 antag 3, M4 ag 0, M1 antag 1, M1 PAM -1 and OXTR potentiator -10.
OC1CCCN(Cc2cn(Cc3ccccc3)nc2-c2cc3ccccc3o2)C1 (stereo not given) was read as CHO parental Ca -12, CHO-K1 Ca antag 7, CHO-K1 Ca ag 0.8, M1 ag -11, M4 antag -7, M4 ag 4, M1 antag 6, M1 PAM 0 and OXTR potentiator -1.
For CN(C)c1ccc(N=C/C=C2/N(C)c3ccccc3C2(C)C)cc1 the results were CHO-K1 Ca antag 0, CHO-K1 Ca ag 1.8, M1 ag -9, M4 antag 0, M4 ag 2, M1 antag 2 and M1 PAM -9.
Cc1ccccc1Cn1nc(C)c(NC(=O)C2c3ccccc3Oc3ccccc32)c1C was read as CHO parental Ca -6, CHO-K1 Ca antag -9, CHO-K1 Ca ag 2.3, M1 ag 3, M4 antag -1, M4 ag 2, M1 antag -6, M1 PAM 6 and OXTR potentiator -7.
O=C(NNC(=O)c1ccc(NC(=O)c2ccccc2)cc1)Nc1ccccc1 was read as CHO parental Ca -3, CHO-K1 Ca antag -11, CHO-K1 Ca ag 0.1, M1 ag 0, M4 antag -4, M4 ag 1, M1 antag 1, M1 PAM 7 and OXTR potentiator -18.
For Cc1ccccc1Oc1ccc2c(c1)[C@@H]1C[C@H](N(C)C(=O)c3ccco3)[C@H]([C@H](C)O)C(=O)N1CC2 the results were CHO-K1 Ca antag -10, CHO-K1 Ca ag 0.9, M1 ag -4, M4 antag -1, M4 ag 3, M1 antag 0 and M1 PAM -2.
`CCCC[C@@H]1C[C@H]1[C@@H](NC(=O)c1ccco1)c1ccc(Cl)cc1` gave CHO parental Ca -14, CHO-K1 Ca antag -4, CHO-K1 Ca ag -0.4, M1 ag -6, M4 antag -3, M4 ag 0, M1 antag 28, M1 PAM -19 and OXTR potentiator -2.
`CCOC(=O)Cn1cnc2c(nnn2-c2ccc(OC)cc2)c1=O` gave CHO parental Ca -4, CHO-K1 Ca antag -21, CHO-K1 Ca ag 0.5, M1 ag -3, M4 antag 9, M4 ag 1, M1 antag -4, M1 PAM 1 and OXTR potentiator -1.
Screening CCOC(=O)N1CCN(CC(=O)Nc2ccccc2C(=O)Nc2ccccc2)CC1 returned CHO parental Ca -18, CHO-K1 Ca antag -13, CHO-K1 Ca ag 1.8, M1 ag -2, M4 antag -3, M4 ag 4, M1 antag 7, M1 PAM -4 and OXTR potentiator -6.
For c1ccc(Nc2nc(N3CCCCC3)nc(N3CCNCC3)n2)cc1 the results were CHO parental Ca -18, CHO-K1 Ca antag -5, CHO-K1 Ca ag 0.4, M1 ag 10, M4 antag 11, M4 ag 3, M1 antag -6, M1 PAM 9 and OXTR potentiator 1.

Next part, starting with the last three of the part before.
`CCOC(=O)Cn1cnc2c(nnn2-c2ccc(OC)cc2)c1=O` gave CHO parental Ca -4, CHO-K1 Ca antag -21, CHO-K1 Ca ag 0.5, M1 ag -3, M4 antag 9, M4 ag 1, M1 antag -4, M1 PAM 1 and OXTR potentiator -1.
Screening CCOC(=O)N1CCN(CC(=O)Nc2ccccc2C(=O)Nc2ccccc2)CC1 returned CHO parental Ca -18, CHO-K1 Ca antag -13, CHO-K1 Ca ag 1.8, M1 ag -2, M4 antag -3, M4 ag 4, M1 antag 7, M1 PAM -4 and OXTR potentiator -6.
For c1ccc(Nc2nc(N3CCCCC3)nc(N3CCNCC3)n2)cc1 the results were CHO parental Ca -18, CHO-K1 Ca antag -5, CHO-K1 Ca ag 0.4, M1 ag 10, M4 antag 11, M4 ag 3, M1 antag -6, M1 PAM 9 and OXTR potentiator 1.
`CC(=O)N1CCN(CC(=O)Nc2ccccc2C(=O)NCc2ccc(C)cc2)CC1` gave CHO parental Ca -10, CHO-K1 Ca antag -7, CHO-K1 Ca ag 7.0, M1 ag -3, M4 antag 4, M4 ag 14, M1 antag 3, M1 PAM -3 and OXTR potentiator -8.
Screening CCCc1cc(NCCCCO)n2c(nc3ccccc32)c1C#N returned CHO parental Ca -17, CHO-K1 Ca antag -6, CHO-K1 Ca ag 1.1, M1 ag -5, M4 antag -3, M4 ag 3, M1 antag -9, M1 PAM 8 and OXTR potentiator -1.
COCCn1c(C)cc(C(=O)COC(=O)CCc2ccc(S(=O)(=O)N3CCOCC3)cc2)c1C was read as CHO parental Ca -6, CHO-K1 Ca antag 0, CHO-K1 Ca ag 1.8, M1 ag -3, M4 antag -7, M4 ag 4, M1 antag -17, M1 PAM 10 and OXTR potentiator -4.
`Cc1ccc(CNC(=O)c2cccc(S(C)(=O)=O)c2)cc1` gave CHO parental Ca -10, CHO-K1 Ca antag -3, CHO-K1 Ca ag 0.1, M1 ag -3, M4 antag -11, M4 ag 0, M1 antag 0, M1 PAM 4 and OXTR potentiator 3.
Screening COc1ccc2c(c1)[nH]c1c(=O)n(CCN(C)C)cnc12 returned CHO parental Ca -1, CHO-K1 Ca antag -8, CHO-K1 Ca ag 0.0, M1 ag -2, M4 antag -4, M4 ag 0, M1 antag -2, M1 PAM 5 and OXTR potentiator 1.
`COc1cccc(=O)c2c(C)oc(C)c12` gave CHO parental Ca -18, CHO-K1 Ca antag -7, CHO-K1 Ca ag 0.3, M1 ag -4, M4 antag 2, M4 ag 0, M1 antag -9, M1 PAM 5 and OXTR potentiator -14.
Screening COc1ccccc1C(=O)NCCC(=O)Nc1ccc(OC(F)(F)F)cc1 returned CHO parental Ca -5, CHO-K1 Ca antag -2, CHO-K1 Ca ag 9.1, M1 ag -5, M4 antag 12, M4 ag 1, M1 antag 5, M1 PAM 2 and OXTR potentiator -8.
Screening CCOc1cccc(-c2nc3c(s2)CCc2onc(-c4cccc([N+](=O)[O-])c4)c2-3)c1 returned CHO parental Ca -7, CHO-K1 Ca antag -5, CHO-K1 Ca ag 0.4, M1 ag -5, M4 antag 2, M4 ag 2, M1 antag 2, M1 PAM 0 and OXTR potentiator -5.

Bioassay records: PubChem BioAssay, The Scripps Research Institute Molecular Screening Center
